High-throughput results from PubChem.
CHRM1 agonist = human M1 muscarinic receptor agonism; P11229; CHO-K1 hM1, Fluo-8 calcium fluorescence, agonist mode; 0% DMSO, 100% acetylcholine EC100; activation, % at 3 µM; hit rate 0.33% among 360,000;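 active = activation above the run's mean compound activation plus 3 SD, cut at about 16% in these data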;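 also: peak over basal fluorescence ratio within a 140 s kinetic read after compound addition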
Target sequence (P11229 whole entry, looked up): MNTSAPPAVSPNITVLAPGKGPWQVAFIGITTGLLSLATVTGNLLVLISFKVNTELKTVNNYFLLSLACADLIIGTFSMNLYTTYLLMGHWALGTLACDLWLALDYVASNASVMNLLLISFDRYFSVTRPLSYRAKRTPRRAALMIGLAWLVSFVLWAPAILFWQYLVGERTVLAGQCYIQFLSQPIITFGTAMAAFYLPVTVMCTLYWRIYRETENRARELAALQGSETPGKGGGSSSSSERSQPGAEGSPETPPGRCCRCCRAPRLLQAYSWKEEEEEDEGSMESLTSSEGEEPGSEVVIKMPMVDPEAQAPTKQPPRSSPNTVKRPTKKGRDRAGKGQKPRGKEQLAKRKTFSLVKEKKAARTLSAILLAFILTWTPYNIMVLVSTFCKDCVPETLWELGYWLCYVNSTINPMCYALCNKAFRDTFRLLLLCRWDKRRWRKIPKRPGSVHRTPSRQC
CHO parental Ca = signal in parental CHO cells, OX1R antagonist counter-screen. hit rate 0.63% among 330,000. inhibition, % at 5.6 µM. AID 463079. parental CHO-K1, ATP-induced calcium, Fluo-8 fluorescence;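 active = inhibition above that plate's mean sample inhibition plus 3 SD, cut at about 26% in these data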;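 also: 0% = ATP-challenged DMSO wells and 100% = DMSO wells without ATP; some compounds past the cut are filed as inactive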
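Assay system: untransfected parental CHO cell line. Also added: ATP agonist challenge. Dosing: one dose, 5.6 µM nominal. Measured by: Fluo-8 fluorescence. Read-out: % inhibition. Benchmarks: ATP wells versus no-ATP DMSO wells. Repeats: no replicates.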
M1 antag = human CHRM1 antagonism. P11229. CHO-K1 hM1, Fluo-8 calcium fluorescence, ACh EC80 antagonist. inhibition, % at 3 µM. hit rate 1.3% among 360,000. AID 588852;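 active = percent inhibition above its own plate's cutoff, namely the mean of that plate's compound wells plus 3 SD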;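 also: peak over basal fluorescence ratio during 140 s after agonist addition; 0% = ACh EC80 plus DMSO and 100% = DMSO alone without agonist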
M4 antag = blocks acetylcholine activation of human M4 receptor; P08173; CHO-hM4 cells, ACh EC80, Fluo-8 calcium fluorescence; inhibition, % at 3 µM; hit rate 0.73% among 360,000; AID 624125;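 active = inhibition above its plate's cutoff, the mean inhibition of sample wells plus 3 SD, cut at about 27% in these data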;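 also: 0% = acetylcholine EC80 with DMSO and 100% = DMSO without agonist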
Target sequence (P08173 whole entry, looked up): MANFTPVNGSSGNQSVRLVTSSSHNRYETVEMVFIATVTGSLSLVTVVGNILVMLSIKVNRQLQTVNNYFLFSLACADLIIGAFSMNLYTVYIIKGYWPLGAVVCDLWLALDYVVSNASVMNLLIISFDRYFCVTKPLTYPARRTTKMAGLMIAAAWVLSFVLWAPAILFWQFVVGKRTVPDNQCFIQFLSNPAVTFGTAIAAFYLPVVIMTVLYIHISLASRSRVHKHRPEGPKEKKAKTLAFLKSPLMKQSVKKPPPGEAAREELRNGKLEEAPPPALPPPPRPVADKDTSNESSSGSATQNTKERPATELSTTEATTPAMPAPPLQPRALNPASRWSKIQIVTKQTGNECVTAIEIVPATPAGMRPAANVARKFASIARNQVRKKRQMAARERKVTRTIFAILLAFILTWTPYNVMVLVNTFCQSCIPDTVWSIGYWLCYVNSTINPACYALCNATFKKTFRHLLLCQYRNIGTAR
M4 ag = agonists of human muscarinic M4 receptor (CHRM4). AID 624127. activation, % at 3 µM. P08173. CHO-K1 hM4/Gqi5, Fluo-8 calcium fluorescence; vehicle 0%, full acetylcholine response 100%. hit rate 0.14% among 360,000;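 active = activation above the run mean over all test wells plus 3 SD, cut at about 32% in these data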;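 also: peak over basal fluorescence ratio per well then scaled between controls; 0% = DMSO wells and 100% = acetylcholine at EC100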
CHO-K1 Ca antag = nonselective inhibitor or artifact in parental CHO-K1 cells; inhibition, % at 3 µM; ATP-induced calcium, Fluo-8 fluorescence; hit rate 0.6% among 360,000;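 active = inhibition above a per-plate cutoff, the plate's mean sample inhibition plus 3 SD, cut at about 24% in these data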;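 also: 0% = DMSO plus EC80 ATP and 100% = DMSO alone without ATP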
M1 ag parental = counter-screen for M1 agonists: effect in parental CHO-K1 cells; AID 602248; activation, % at 3 µM; Fluo-8 calcium fluorescence; scaled to maximal ATP response, vehicle zero; hit rate 0.48% among 360,000; in the data active = activation above about 15%;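 also: untransfected CHO-K1 host cells lacking M1 receptor as counterscreen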
OXTR potentiator = potentiates the human oxytocin receptor response; P30559; CHO-OTR cells, Fluo-8 calcium fluorescence, potentiator mode; 0% = oxytocin EC15, 100% = EC100; activation, % at 3 µM; hit rate 0.061% among 320,000; AID 2445;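 active = activation above that plate's cutoff, the mean activation of tested compounds plus 3 SD, cut at about 6.6% in these data, passing the limit was not always enough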;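 also: 100% uses oxytocin at 75 nM as the full agonist control; some results filed as inactive read as strong as hits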
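Assay system: CHO cell line stably expressing human OTR | Also added: Oxytocin at about EC15, sub-maximal agonist stimulus | Times: Compound 6 min at room temperature before oxytocin, 100 s read | Measured by: Fluo-8 intracellular calcium fluorescence, ex 470-495, em 515-575 nm | Controls: EC15 oxytocin alone as 0%, 75 nM oxytocin as 100%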
M1 PAM = positive allosteric modulators of human M1 muscarinic receptor; AID 588819; hit rate 0.088% among 360,000; CHO-K1 hM1, Fluo-8 calcium fluorescence, ACh EC20; 0% = ACh EC20, 100% = maximal ACh; activation, % at 3 µM; in the data active = activation above about 19%, passing the limit was not always enough
* marks the source's active call; other numbers are inactive results; x = not tested or not shown. Compounds were not picked by outcome; any-hit rate near 2.9%.

SMILES | CHRM1 agonist | CHO parental Ca | M1 antag | M4 antag | M4 ag | CHO-K1 Ca antag | M1 ag parental | OXTR potentiator | M1 PAM
O=C(COC(=O)c1ccccn1)Nc1ccc2c(c1)OCCO2 | -2 | -7 | -2 | 6 | 2 | -8 | 5.0 | -2 | 9
CCOC(=O)c1ccc(NC(=O)CN2CCN(C(=O)C3CCCO3)CC2)cc1 (stereo not given) | -5 | -3 | -8 | -1 | 0 | 7 | 1.0 | -8 | 5
COCc1nnc(NS(=O)(=O)c2ccc(OC)cc2)s1 | 2 | x | -23 | 5 | 1 | -5 | 0.5 | x | 17
Nc1nnc(SCC(=O)OCC(=O)c2ccccc2)s1 | -6 | 1 | -7 | -7 | 0 | -14 | 0.8 | -18 | 1
CC(c1ccccc1)N1C(=O)c2cccnc2C1=O (stereo not given) | 0 | 9 | -14 | -5 | 0 | -18 | 0.6 | -3 | 5
CCCCn1c(SCC(=O)c2ccccc2)nc2c1c(=O)[nH]c(=O)n2C | -4 | -24 | 22 | -4 | 1 | 11 | 0.2 | -7 | -10
COc1ccc(CC(=O)Nc2cc(C)ccc2O)cc1OC | 2 | -2 | -7 | -3 | 4 | -8 | 2.7 | -10 | 3
COc1ccc(/C=C(/NC(=O)c2ccccc2)C(=O)N2CCCC2)cc1 | -3 | -7 | -4 | -4 | 0 | -10 | 1.3 | -5 | 4
CC(=O)N1CC(C)Oc2ccc(S(=O)(=O)NC(CC(=O)O)c3cc(C)ccc3C)cc21 (stereo not given) | -4 | -9 | 11 | -1 | 3 | 1 | 0.1 | -1 | -3
COc1ccc(NC(=O)C2(C)Cc3c(-c4cccc(C(N)=O)c4)ccnc3O2)cc1 (stereo not given) | -3 | x | -4 | 2 | 1 | -3 | 0.3 | x | 2
CC(C)(C)c1cc(C(=O)Nc2ccccc2)ccn1 | -2 | -13 | 0 | 7 | 1 | -15 | 0.6 | -4 | 2
O=C(COC(=O)c1ccco1)NC1CCCCC1 | -1 | -7 | 5 | 2 | 0 | 21 | -0.4 | -11 | -1
CCCc1cc(=O)[nH]c(SCc2cc(=O)oc3c(C)c(C)ccc23)n1 | -1 | -6 | -13 | 2 | -1 | -11 | 0.8 | 2 | 12
COC(=O)C1=CN(Cc2ccc(C)cc2)C=C(C(=O)OC)C1c1ccc(F)c(F)c1 | -4 | -14 | 3 | -5 | 0 | -8 | 0.6 | -11 | -5
CCOc1ccc(OCC)c(S(=O)(=O)NCc2ccccc2)c1 | -4 | -8 | -9 | -3 | 0 | -8 | 0.4 | 2 | 6
O=C(O)C(c1ccccc1)C1(O)CCC1 (stereo not given) | -2 | x | -11 | -6 | 0 | -15 | 0.8 | x | 6
CCc1ccc(C(=O)Nc2cccnc2Oc2ccc(Cl)cc2)cc1 | -6 | -40 | -1 | -11 | -1 | -20 | 1.7 | -8 | -1
COCCCNC(=O)C(=O)NCC(c1ccco1)N1CCN(c2ccc(OC)cc2)CC1 (stereo not given) | 0 | -15 | 9 | 2 | 13 | -6 | 4.7 | -1 | -5
Cc1ccccc1S(=O)(=O)NCc1ccc(N2CCN(C)CC2)cc1 | -9 | -7 | 7 | 6 | 1 | -1 | 0.9 | -1 | -5
O=C(O)c1ccc(N=Nc2c(O)[nH]c3ccccc23)cc1 | -4 | 4 | -1 | -12 | 1 | -14 | -0.1 | -12 | 5
COC(=O)c1nc2ccccc2s1 | -3 | 12 | -13 | 4 | 0 | -9 | 0.6 | -19 | 9
Cc1ccccc1NC(=O)c1nc(S(C)(=O)=O)ncc1Cl | -3 | 6 | -7 | 4 | -1 | -3 | -0.2 | 2 | 8
O=C(CN1CCCC1)Nc1ccc(NC(=O)Nc2ccccc2Cl)cc1 | -5 | -4 | -1 | 7 | 3 | -5 | 0.4 | -21 | 2
NC(=O)COC(=O)/C=C/c1ccccc1[N+](=O)[O-] | -4 | -13 | 10 | 4 | 0 | -3 | 3.2 | -4 | 0
Cc1cnc(C)c(N2CCN(Cc3cn(C)nc3-c3cccc(Cl)c3)CC2)n1 | -10 | -6 | -2 | 9 | 1 | -2 | 0.8 | -18 | 2
COCc1ccc(CN2CCC(n3nccc3NC(=O)C(OC)c3ccccc3)CC2)o1 (stereo not given) | 1 | 3 | -7 | 1 | 0 | -4 | 0.7 | -11 | 12
Cc1ccc(C(=O)CC(C(=O)O)P(=O)(c2ccccc2)c2ccccc2)cc1 (stereo not given) | -5 | -14 | -4 | 0 | 1 | -2 | 1.4 | -1 | 4
Cc1nnc(SCC2CCCO2)n1-c1ccccc1 (stereo not given) | -4 | -3 | 12 | -6 | 0 | 4 | -0.1 | -5 | -5
C#CCNC(=O)C1=C[C@H](c2ccc(Br)cc2)[C@@H](CCCO)[C@H](OCC)O1 | -11 | -12 | 16 | 8 | -2 | -6 | 1.1 | -16 | -12
CCC1(CC)Cc2ccccc2C(=O)N1 | -5 | -8 | -11 | 5 | 0 | -8 | 1.4 | 0 | 4
COC(=O)[C@]1(Cc2ccccc2)N[C@H](c2ccc(-c3ccc4c(c3)OCO4)cc2)[C@@H]2C(=O)N(C)C(=O)[C@@H]21 | 0 | -7 | -8 | -4 | 2 | -16 | 0.1 | -2 | 12
COc1ccc(CCNc2cc(C)nc3c(-c4ccccc4)cnn23)cc1OC | -7 | -17 | 1 | -11 | 2 | 0 | 0.5 | -7 | 0
CC(C)Cc1cc(C(=O)NCc2ccco2)no1 | -6 | -4 | -4 | 3 | 0 | -4 | -0.3 | -6 | 1
CC(C)(C)c1ccc(-n2ncc3c2CCCC3NC(=O)CCn2cncn2)cc1 (stereo not given) | -5 | 2 | 54* | 13 | 2 | 9 | 1.4 | -14 | -23
CCC(=O)Nc1cccc2ccccc12 | -9 | -4 | 0 | -11 | 0 | 8 | 2.1 | 5 | 11
Cn1ncc(N=Cc2c(O)ccc3ccccc23)c1C(=O)Nc1cccc(Cl)c1 | -10 | -8 | -7 | -5 | 2 | -6 | 0.5 | -2 | 16
CC(=O)N1CCN(c2ccc(S(=O)(=O)N3CCCCC3)cc2[N+](=O)[O-])CC1 | -3 | -6 | -1 | -11 | 4 | 3 | 5.1 | -8 | 1
COC(=O)c1ccccc1NC(=O)c1cc[n+]([O-])cc1 | 0 | 4 | -1 | 3 | 0 | 3 | -0.3 | -7 | 9
CN1CCC(OC(=O)c2cccc(Cl)c2)CC1 | -4 | -2 | 9 | -4 | 3 | -8 | 0.0 | 4 | -10
FC(F)(F)c1n[nH]c(=S)n1/N=C/c1ccco1 | -7 | -3 | -7 | -5 | 1 | -6 | 0.1 | -6 | 9
CCN(c1ccccc1)S(=O)(=O)c1ccc2c(c1)N(C(C)=O)CCS2 | -5 | -6 | 6 | 9 | 2 | -3 | 0.9 | -10 | -1
CCOC(=O)c1c(SCCN2CCCC2)n(-c2ccccc2)c(=S)n(-c2ccccc2)c1=O | -9 | x | -9 | 10 | 1 | -9 | 0.5 | x | 13
O=C(NC(N1CCCC1)C(Cl)(Cl)Cl)c1ccccc1 (stereo not given) | 0 | -7 | -19 | -4 | 1 | -4 | 0.7 | -2 | 11
Cc1nc(N)[nH]c(=O)c1CCCNc1ccc(CCCCC2(CCl)OCCO2)cc1 | -8 | x | 16 | -5 | 2 | -6 | -0.2 | x | -11
COc1nccc(Nc2ccccc2)c1C#N | -3 | 4 | 6 | 5 | 0 | 3 | 0.3 | 0 | -3
COc1cccc(C(=O)NCC(=O)n2nc(C)cc2C)c1 | -1 | 5 | -2 | 4 | 0 | 1 | 0.2 | -8 | 2
COc1cc(O)c(C(CC(=O)N2CCN(c3ccccc3)CC2)c2cc(OC)c(OC)c(OC)c2)c(OC)c1 (stereo not given) | -2 | -17 | -3 | 1 | 0 | -3 | -0.5 | -7 | 5
CN1C(=O)C(O)(C2CCCCCC2=O)c2ccccc21 (stereo not given) | 2 | -4 | -11 | -13 | 1 | 0 | -0.3 | 8 | 14
Cc1cc(-c2ccccc2)nc(N/N=C/c2cccnc2)n1 | -1 | -20 | -5 | -3 | 5 | -8 | 1.5 | -11 | 7
Cc1ccc(NC(=O)CN(C)Cc2nc3ccccc3c(=O)[nH]2)c(Br)c1 | -1 | -19 | -4 | -5 | 9 | -2 | 4.0 | -16 | 1
CC1CCCC(NC(=O)Cc2ccc(Br)cc2)C1C (stereo not given) | -4 | -7 | -6 | -26 | -1 | -10 | 0.4 | -24 | 4
Cc1ccccc1OCCOC(=O)c1cc(S(=O)(=O)N2CCCCC2)ccc1N1CCOCC1 | -5 | 0 | 18 | 10 | 6 | -1 | 0.2 | -6 | -7
NC(=NCc1ccc2c(c1)OCO2)NC(=O)c1ccccc1 | -3 | x | 24* | 5 | 5 | 13 | 1.5 | x | -10
Cc1cccc(C(=O)Oc2ccc(/C=N/O)cc2)c1 | 1 | 9 | -14 | -4 | 1 | -8 | 1.0 | -4 | 2
O=c1[nH]cc(C=NNc2ccccc2)c(=O)[nH]1 | 0 | x | -12 | -4 | 4 | 0 | 0.5 | x | -1
CCCCN(C)C(=O)c1ccc2c(c1)N(CC)C(=O)c1ccccc1S2=O (stereo not given) | -10 | -15 | 23 | 0 | 0 | 0 | -0.2 | -6 | -19
Cc1ccc(NC(=O)CNCc2ccccn2)cc1S(=O)(=O)N(C)C | -3 | -9 | 17 | 1 | 16 | 4 | 4.4 | -13 | -2
Cc1nn(Cc2ccc(Cl)cc2)c(C)c1NC(=O)c1cc(-c2ccco2)on1 | -3 | 0 | 4 | -4 | 7 | 13 | 3.4 | -13 | -8
Cc1ccc(C(=O)N2CCN(c3ccccn3)CC2)cc1 | -5 | -7 | -7 | -1 | 4 | -17 | 2.3 | -6 | 5
CCCNC(=O)C(Cc1cccc(Br)c1)NC(=O)c1ccc(C#N)cc1 (stereo not given) | -2 | -16 | -8 | -1 | 0 | -7 | -0.1 | -2 | 15

Next part.
SMILES | CHRM1 agonist | CHO parental Ca | M1 antag | M4 antag | M4 ag | CHO-K1 Ca antag | M1 ag parental | OXTR potentiator | M1 PAM
COc1cc2ccccc2cc1C(=O)Nc1nccs1 | -1 | -22 | -10 | -18 | 13 | 3 | -0.2 | -5 | 7
COc1ccc(/C=C/c2nnc(NC(=O)CC(C)C)s2)cc1 | 1 | -11 | 5 | 0 | 1 | 15 | 0.3 | -11 | 2
COc1cccc(NC(=O)Cn2cnc3sc(C)c(S(=O)(=O)N4CCN(C)CC4)c3c2=O)c1 | -2 | -12 | -16 | -3 | 1 | -9 | 0.7 | -11 | 8
CC[C@H](C)[C@H](NC(=O)OCc1ccccc1)C(=O)OCC(=O)N1CCN(c2ccc(F)cc2)CC1 | -2 | x | 13 | 2 | 14 | -17 | 9.1 | x | -3

An excerpt from above, showing only CHO-K1 Ca antag, M4 ag and M4 antag:
canonical_smiles | CHO-K1 Ca antag | M4 ag | M4 antag
COc1cc2ccccc2cc1C(=O)Nc1nccs1 | 3 | 13 | -18
COc1ccc(/C=C/c2nnc(NC(=O)CC(C)C)s2)cc1 | 15 | 1 | 0
